Source: PubChem
VEEV TC-83 Vero: inhibitors of VEEV TC-83 cytopathic effect, confirmation, Vero cells (AID 588727). Vero cells, VEEV TC-83 cytopathic effect inhibition; higher % means a stronger effect. inhibition, % at 20 µM; hits with a dose series show IC50 in µM. 0.13% of 350,000 active; in the data active = a potency from the dose series; also: strong numbers were not always called active
* marks the source's active call; other numbers are inactive results; i = inactive.

SMILES	VEEV TC-83 Vero
COc1cc(C(=O)NCC(c2cccs2)N2CCOCC2)ccc1OCc1ccc(Cl)cc1 (stereo not given)	6.2%
O=C(NCCOc1ccccc1)c1cccc(S(=O)(=O)N2CCN(Cc3ccccc3)CC2)c1	i
O=C1C=C(N2CCOCC2)c2cccc3cccc1c23	1.4%
CCOc1ccccc1-n1nnnc1SCC(=O)N(C)C1CCS(=O)(=O)C1 (stereo not given)	2.9%
Cc1nc(N(C)C2CCCCC2)c2nnn(Cc3ccc(F)cc3)c2n1	0.8%
CCOc1ccccc1C(=O)NC(C(=O)OCC(=O)NNC(=O)c1cccs1)C(C)C (stereo not given)	0.5%
CCc1ccccc1OCC(=O)Nc1nnc(C2CC2)s1	1.4%
Cc1ccccc1NC(=O)COC(=O)COc1ccc2ccc(=O)oc2c1	i
C[C@H](O)[C@@H]1C(=O)N2CCc3ccc(-c4ccccc4)cc3[C@@H]2C[C@@H]1N(C)C(=S)Nc1ccc(F)cc1	7.4%
C[C@H](CO)N1C[C@H](C)[C@H](CN(C)Cc2cncnc2)Oc2ncc(C#CC3(O)CCCC3)cc2C1=O	0.3%
COc1ccc(C)cc1NC(=O)NC1CC(=O)N(c2ccc3c(c2)OCCO3)C1 (stereo not given)	1.1%
Cc1noc(C)c1S(=O)(=O)Nc1ccc2c(c1)C(=O)N([C@H](C)CO)C[C@H](C)[C@@H](CN(C)C(=O)CCCN(C)C)OCCCC[C@@H](C)O2	1.9%
O=C(CN1CCN(c2ccccc2)CC1)Nc1ccccc1C(=O)NCCc1ccccc1	12.1%
CCCN(CC(=O)Nc1ccccc1C)C(=O)/C=C/c1ccc(OC)c(OC)c1	10.8%
C[C@H]1CN([C@@H](C)CO)C(=O)CCCn2nncc2CO[C@@H]1CN(C)Cc1ccccc1	0.4%
CC(C)(C)c1cc(NC(=O)COC(=O)c2ccccc2)n(-c2ccccc2)n1	0.7%
Cc1c(C)c2cc(Cl)c(OCC(=O)Nc3ccccn3)cc2oc1=O	3.1%
Cc1ccc([C@H]2C[C@@H](O)[C@H](n3cc(-c4ccc(F)cc4)nn3)CN2C(=O)c2cccs2)cc1	0.1%
O=C(C[C@@H]1C[C@H]2c3cc(NC(=O)c4cccnc4)ccc3O[C@H]2[C@H](CO)O1)NCc1ccc(Oc2ccccc2)cc1	3.2%
O=C(COC(=O)/C=C/c1cccc(F)c1)NC1CCCCC1	i

Compounds from the list above with a Cl atom (two):
SMILES	VEEV TC-83 Vero
COc1cc(C(=O)NCC(c2cccs2)N2CCOCC2)ccc1OCc1ccc(Cl)cc1 (stereo not given)	6.2%
Cc1c(C)c2cc(Cl)c(OCC(=O)Nc3ccccn3)cc2oc1=O	3.1%

Additional entries.
SMILES	VEEV TC-83 Vero
COc1cc(N(C(C)=O)c2ccc(O)cc2)c2ncccc2c1	4.2%
CCN1CCN(c2nc3c(c(=O)[nH]c(=O)n3C)n2Cc2cccc(C)c2)CC1	3.5%
O=C(CCn1cccn1)N1CCCC(Nc2ccc(F)c(F)c2)C1 (stereo not given)	i
CN1C(=O)CCS(=O)(=O)C1c1ccc(Cl)c(Cl)c1 (stereo not given)	i
Cc1nc(C(=O)N2CCCC(N3CCN(c4ccc(F)cc4)CC3)C2)cs1 (stereo not given)	i
COCOCCn1cc(CN2CCS(=O)(=O)N(Cc3ccc(-c4ccc(C)cc4)cc3)C(C(C)C)C2=O)nn1 (stereo not given)	3.9%
CSc1ncnc2c1ncn2CCCNCCCN1CCCC1=O	i
CN1CCn2cnc(C(=O)Nc3ccc(CNC(=O)OC(C)(C)C)cc3)c2C1=O	i
Cc1noc(C)c1C(=O)OCC(=O)Nc1cccc(F)c1	0.6%
C[C@@H]1CN([C@@H](C)CO)C(=O)c2cc(Br)cnc2O[C@H]1CN(C)C(=O)c1ccc2c(c1)OCO2	i
NC(=O)c1ccc(NC(=O)COC(=O)c2ccccc2SCC(=O)N2CCCC2)cc1	i
O=C(NCC1CCCO1)c1ccc2c(c1)N(Cc1ccc(Cl)cc1)CCS2 (stereo not given)	5.8%
CN(Cc1ccccc1)C(=O)c1[nH]cnc1C(=O)Nc1ccccc1F	i
COc1ccccc1NC(=O)COC(=O)c1ccc2c(=O)n3c(nc2c1)CCC3	5.0%
O=C(O)c1ccc2c(c1)S(=O)(=O)c1cc(N3CCN(c4ncccn4)CC3)ccc1C2=O	11.0%
C[C@@H]1CN([C@@H](C)CO)C(=O)c2cc(Br)cnc2O[C@H]1CN(C)C(=O)c1cccc(F)c1	i
C[C@H](NC(=O)c1ncn2c1C(=O)NC[C@@H]2C)c1ccccc1	0.4%
O=C1CCN(CCCN2CCC(=O)N(Cc3ccccc3)C2=S)C(=S)N1Cc1ccccc1	2.7%
C[C@H](CO)N1C[C@H](C)[C@@H](CN(C)S(=O)(=O)c2cccc(C#N)c2)OCc2cn(nn2)CCCC1=O	1.6%
CC1=C(C(=O)Nc2ccccc2C(=O)N2CCN(c3ccccc3)CC2)SCCO1	0.4%

Five structures from above, arranged by formula weight, descending:
SMILES	VEEV TC-83 Vero
COCOCCn1cc(CN2CCS(=O)(=O)N(Cc3ccc(-c4ccc(C)cc4)cc3)C(C(C)C)C2=O)nn1 (stereo not given)	3.9%
CN1CCn2cnc(C(=O)Nc3ccc(CNC(=O)OC(C)(C)C)cc3)c2C1=O	i
CCN1CCN(c2nc3c(c(=O)[nH]c(=O)n3C)n2Cc2cccc(C)c2)CC1	3.5%
Cc1nc(N(C)C2CCCCC2)c2nnn(Cc3ccc(F)cc3)c2n1	0.8%
Cc1noc(C)c1C(=O)OCC(=O)Nc1cccc(F)c1	0.6%

Further results:
SMILES	VEEV TC-83 Vero
C#CCN(C[C@H]1[C@H](OC(=O)NCc2ccco2)[C@H](OC(=O)NCc2ccco2)C[C@H]2C(=O)N(c3ccccc3)C(=O)[C@@H]12)S(=O)(=O)c1ccc(C)cc1	0.2%
COc1ccc(N2CC(C)(C)[C@H](CC(=O)Nc3ccccc3)C2=O)cc1	i
Cc1cc(C)c(NC(=O)C2CCN(S(C)(=O)=O)CC2)c(C)c1	i
CCCC#Cc1ccc2c(c1)O[C@H](CN(C)S(=O)(=O)c1cccc(OC)c1)[C@H](C)CN([C@H](C)CO)S2(=O)=O	3.3%
Cc1nn(C)cc1CN(C)C(=O)C1CCC(=O)N(CCc2cccc(F)c2)C1 (stereo not given)	i
CC(C)CC1C(=O)N(Cc2cn(Cc3ccco3)nn2)CCS(=O)(=O)N1Cc1ccc(-c2ccc(Cl)c(Cl)c2)cc1 (stereo not given)	2.7%
CC1=C(C#N)C(C)(C)C(C#N)=C(C)N1	0.1%
COC(=O)c1c(NC(=O)c2ccc(S(=O)(=O)N3CC(C)OC(C)C3)cc2)sc2c1CCN(C)C2 (stereo not given)	1.3%
C[C@@H]1CN([C@@H](C)CO)C(=O)CCCn2nncc2CO[C@@H]1CN(C)S(=O)(=O)c1ccc(-n2cccn2)cc1	i
COc1ccc(CN2C(=O)C(CC(=O)NCC3CCCCC3)CC(C(=O)N(C)C)=C2C)cc1 (stereo not given)	i
C[C@@H]1CN([C@H](C)CO)C(=O)c2cc(/C=C/c3ccccc3)cnc2O[C@H]1CN(C)C(=O)NC1CCCCC1	6.1%
C[C@H](CO)N1C[C@H](C)[C@@H](CN(C)S(=O)(=O)c2ccccc2)OCCCC[C@H](C)Oc2ccc(NC(=O)CCC(F)(F)F)cc2C1=O	1.8%
COc1ccccc1S(=O)(=O)N(C)C[C@H]1OCc2cn(nn2)CCCC(=O)N([C@@H](C)CO)C[C@@H]1C	1.5%
c1ccc(Sc2ccncc2)cc1	1.3%
Cc1ccc(-n2c(SCC(=O)NC3CCS(=O)(=O)C3)nc3ccccc3c2=O)c(C)c1 (stereo not given)	6.8%
C[C@H]1CN([C@@H](C)CO)C(=O)c2cc(Br)cnc2O[C@H]1CN(C)C(=O)c1ccc2c(c1)OCO2	4.6%
C[C@@H]1CN([C@H](C)CO)C(=O)CCCn2nncc2CO[C@H]1CN(C)Cc1cccc2c1OCCCO2	i
C[C@H](CO)N1C[C@H](C)[C@H](CN(C)C(=O)c2ccccn2)Oc2ncc(Br)cc2C1=O	i
CCCCCC(=O)N1C[C@@H](O)[C@H](n2cc(C3CC3)nn2)C[C@@H]1c1ccc(Cl)cc1	i
COc1ccc([C@H]2C[C@@H](n3cc(-c4ccc(F)cc4)nn3)[C@H](O)CN2C(=O)C2CCCCC2)cc1	i
O=C(COc1ccc(Br)cc1)N(Cc1nnc(-c2ccccc2Cl)o1)C1CC1	4.5%
Cc1[nH]c2ccccc2c(=O)c1CNCc1ccccc1	i
O=C1CN(C(=O)CN2CCN(S(=O)(=O)c3ccccc3)CC2)c2ccccc2N1	9.4%
C[C@@H]1CN([C@@H](C)CO)S(=O)(=O)c2ccc(-c3ccc(C(=O)N(C)C)cc3)cc2O[C@@H]1CN(C)Cc1ccccc1C(=O)O	0.8%
CC(=O)c1sc(NC(=O)CCc2ccccc2)nc1C	2.6%
CC(NS(=O)(=O)c1ccc2[nH]c(=O)[nH]c2c1)c1ccc(F)cc1 (stereo not given)	4.8%
Cc1ccc2nc3n(c(=O)c2c1)-c1cc2ccccc2cc1C(=O)NC3Cc1ccccc1 (stereo not given)	2.4%
Cc1ccc(C(=O)NCC(=O)OCC(=O)N(CC(C)C)c2c(N)n(Cc3ccccc3)c(=O)[nH]c2=O)s1	0.7%
Cc1ccccc1OCCC(=O)Nc1ccc(S(=O)(=O)N2CCCC2)cc1	i
CN(Cc1ccc2nsnc2c1)C(=O)C1CCC(=O)N(CCc2ccccc2)C1 (stereo not given)	1.9%
O=C(CSc1ncccn1)NC1CCCC1	0.4%
c1ccc(C2=NCCCO2)cc1	i
O=c1ccc2c(ccc3ncccc32)o1	4.3%
Cc1noc(C)c1NC(=O)N(C)C[C@H]1OCc2cn(nn2)CCCC(=O)N([C@@H](C)CO)C[C@@H]1C	0.5%
Cc1ccccc1NC(=O)N1Cc2ccccc2-n2nncc2C1	i
O=C(NCC1CCCN1S(=O)(=O)c1cccs1)C(=O)Nc1ccccc1F (stereo not given)	i
CC(=O)N1C[C@H]2CON(C)[C@H]2C[C@H]1c1cccc(N2CCOCC2)c1	0.8%
C[C@@H]1CN([C@@H](C)CO)C(=O)c2cc(Br)cnc2O[C@@H]1CN(C)Cc1ccc(Oc2ccccc2)cc1	1.7%
CC(C)(C)c1ccc(C(=O)O/N=C(\N)Cc2cccs2)cc1	11.4%
CCC/C=C/c1ccc(CN2C(C)C(=O)N(Cc3cn(CCC4OCCCO4)nn3)CCS2(=O)=O)cc1 (stereo not given)	2.8%
O=C(NNC(=O)C1CCC1)c1ccc(F)cc1	1.3%
CCN1C(=O)C(=CC=CN(C)c2ccccc2)SC1=S	1.5%
COc1cc(NC(=O)CN2CCN(C(=O)c3ccco3)CC2)c(C)cc1[N+](=O)[O-]	2.8%
COc1cc2ccc(C(C)=NOC(C)=O)cc2cc1OC	3.6%
Cc1cccc(NC(=O)COC(=O)c2c(-c3ccccc3)noc2C)c1	2.4%
COc1cccc(CN(C)CCCn2cnc3c(SC)ncnc32)c1	0.4%
COc1ccc(-c2cc3nc(-c4ccccc4)cc(N4CCN(C(=O)c5ccoc5)CC4)n3n2)cc1	8.5%
COc1ccccc1CCc1nnc(CCC(=O)NCCC2CCCCO2)o1 (stereo not given)	0.0%
CCOc1ccccc1NC(=O)C1C(c2ccccc2)C1(Cl)Cl (stereo not given)	5.2%
C[C@H](CO)N1C[C@H](C)[C@@H](CN(C)C(=O)Nc2ccc3c(c2)OCCO3)OCc2cnnn2CCCC1=O	i

The results go on.
SMILES	VEEV TC-83 Vero
CC(=O)N(C(C)=O)c1ccc2c(c1)OCCO2	0.8%
CCc1sc(C(=O)N(CCOC)c2c(N)n(Cc3ccccc3)c(=O)[nH]c2=O)cc1C	0.4%
CC1(c2ccc3c(c2)OCCCO3)NC(=O)N(CC(=O)NCCc2ccc(F)cc2)C1=O (stereo not given)	i
COc1cccc(S(=O)(=O)N(C)C[C@@H]2OCc3cnnn3CCCC(=O)N([C@H](C)CO)C[C@H]2C)c1	3.6%
CC1=C(C(=O)N(C)C)CC(CC(=O)NCCN2CCOCC2)C(=O)N1CCC1=CCCCC1 (stereo not given)	0.1%
CCN(CC)C(=O)C1=C(C)N(Cc2ccccc2)C(=O)C(CC(=O)NC(c2ccccc2)c2ccccc2)C1 (stereo not given)	11.6%
Cc1ccc(S(=O)(=O)N2CCCCC2)cc1NC(=O)CN1CCCC1c1cccs1 (stereo not given)	2.2%
Cc1cccc(NC(=O)CN2C(=O)C3CC=CCC3C2=O)c1C (stereo not given)	1.8%
NS(=O)(=O)c1cccc(C(=O)N2CCCc3ccccc32)c1	i
O=c1cnc2ccccc2n1Cc1ccccc1	i

5 records picked at random from those above, as already listed:
SMILES	VEEV TC-83 Vero
Cc1nc(C(=O)N2CCCC(N3CCN(c4ccc(F)cc4)CC3)C2)cs1 (stereo not given)	i
C[C@@H]1CN([C@@H](C)CO)C(=O)c2cc(Br)cnc2O[C@@H]1CN(C)Cc1ccc(Oc2ccccc2)cc1	1.7%
C[C@@H]1CN([C@@H](C)CO)S(=O)(=O)c2ccc(-c3ccc(C(=O)N(C)C)cc3)cc2O[C@@H]1CN(C)Cc1ccccc1C(=O)O	0.8%
CCOc1ccccc1-n1nnnc1SCC(=O)N(C)C1CCS(=O)(=O)C1 (stereo not given)	2.9%
C[C@H](O)[C@@H]1C(=O)N2CCc3ccc(-c4ccccc4)cc3[C@@H]2C[C@@H]1N(C)C(=S)Nc1ccc(F)cc1	7.4%

Additional entries
SMILES	VEEV TC-83 Vero
Cc1cc2nc[nH]c(=O)n2n1	2.5%
CC(C)NC(=O)Nc1ccc2c(c1)C(=O)N([C@@H](C)CO)C[C@@H](C)[C@H](CN(C)Cc1ccccc1)OCCCC[C@H](C)O2	0.6%
CCOC(=O)C(CC1=CS(=O)(=O)c2ccc(Cl)cc21)(NC(C)=O)C(=O)OCC	2.9%
CC(C)Cn1c(SCC(=O)NC2CC2)nc2ccc(Cl)cc2c1=O	1.7%
COC(=O)c1c(C)[nH]c(C(=O)COC(=O)CCc2ccc(OC)c(OC)c2)c1C	3.9%
CCOC(=O)C1(C(=O)OCC)C(C)CC(=O)N1c1ccccc1OC (stereo not given)	i
COCCNC(=S)N(CCCO)Cc1cc2cc3c(cc2[nH]c1=O)OCO3	0.2%
O=[N+]([O-])c1cccnc1Nc1ccc(Cl)cc1	i

This is a subset. The share of hits here may be higher or lower than overall.
